Source: PubChem
RMI-FANCM inh: blocks RMI1/RMI2 complex binding to FANCM MM2 peptide; Fluorescence polarization, RMI core complex with F-MM2 peptide; hits give low values; FP signal (polarization) at 33 µM; 70,000 compounds, 0.58% hits; AID 1159607; in the data active = FP signal below about 40; note: inactives centre near 61; strong numbers were not always called active; unit not given here
* marks the source's active call; other numbers are inactive results; & = joins results of further samples. This is a subset, so the mix of outcomes need not match the whole.

smiles,RMI-FANCM inh
O=c1c2ccccc2c2ccccc2c(=O)n1-c1ccc(Br)cc1F,59
CCOC(=O)c1c(NC(=O)CNCCCN2CCOCC2)sc2c1CCC(C)C2 (configuration not stated),74
O=c1cc(CSc2n[nH]c(=O)n2-c2ccccc2)c2ccc(O)cc2o1,57
O=C(Cn1c(-c2ccccn2)nc2ccccc21)Nc1ccc(OC(F)(F)F)cc1,74
Cc1cc(C)cc(NC(=O)Cn2cnc3c(sc4ccccc43)c2=O)c1,115
COc1cccc(-c2nc(SCC(=O)N3CCC(C)CC3)c3c(=O)n(C)c(=O)n(C)c3n2)c1,70
O=C(Nc1ccc([N+](=O)[O-])cc1)c1ccno1,52
COc1ccc(S(=O)(=O)N2CCN(CCNC(=O)c3cccc(OC)c3OC)CC2)cc1,55
CCOC(=O)C(C)(C)Oc1ccc(Cl)cc1,60&51
O=C(C1CCCN(c2ccc(-c3ccc(Cl)cc3)nn2)C1)N1CCN(CCc2ccccc2)CC1 (configuration not stated),62
Cc1ccc(-n2ncc3c(C)nnc(SCC(=O)N(C)c4ccccc4)c32)cc1C,64
COc1ccc(N2CCN(C(=O)c3cc(=O)c4ccccc4o3)CC2)nn1,61
CCN1C(=O)Cc2cc(NC(=O)c3ccccc3C(F)(F)F)ccc21,67
COc1ccc(CC(=O)NCC2CCN(C3CCCC3)CC2)cc1OC,87
COc1ccc(S(=O)(=O)N2CCOC(c3ccccc3)C2)cc1Cl (configuration not stated),80
Cc1cc(O)c(C(c2ccc3c(c2)OCO3)c2c(O)cc(C)oc2=O)c(=O)o1,62
CCOC(=O)N1CCN(S(=O)(=O)c2ccc(C(=O)N(CCN(C)C)c3nc4ccc(CC)cc4s3)cc2)CC1,69
Nc1nc(Nc2ccccc2)nc(Nc2cccc(F)c2)c1[N+](=O)[O-],52
CCOc1cccc2sc(N(Cc3cccnc3)C(=O)CCS(=O)(=O)c3ccc(OC)cc3)nc12,89
O=C(CSc1nnc(Cc2ccccc2)o1)c1cccc([N+](=O)[O-])c1,56
CCCC1CCC(c2ccc(C(=O)Nc3nc4ccccc4s3)cc2)CC1 (configuration not stated),65
COc1ccc2c(c1)CCCC2(C#N)CC#N (configuration not stated),55
COc1cc(-c2nnc(NC(=O)CN3C(=O)c4ccccc4C3=O)o2)cc(OC)c1OC,63
CNC(=O)c1c(NC(=O)c2ccc(S(=O)(=O)N3CCCCC3C)cc2)sc2c1CCN(C)C2 (configuration not stated),90
NS(=O)(=O)c1ccc(NC(=O)c2cc(Cl)cc(Cl)c2)cc1,57

Fetched by compound from above:
smiles,RMI-FANCM inh
COc1ccc(S(=O)(=O)N2CCN(CCNC(=O)c3cccc(OC)c3OC)CC2)cc1,55
NS(=O)(=O)c1ccc(NC(=O)c2cc(Cl)cc(Cl)c2)cc1,57

Additional results:
smiles,RMI-FANCM inh
CO/N=C(\C(=O)NC1C(=O)N2C(C(=O)O)=C(COC(N)=O)CSC12)c1ccco1 (configuration not stated),62
O=C(CC1Sc2ccccc2NC1=O)NNC(=O)c1cc(C(F)(F)F)cc(C(F)(F)F)c1 (configuration not stated),54
c1ccc(-c2nc([P+](c3ccccc3)(c3ccccc3)c3ccccc3)c(N3CCCCCC3)o2)cc1,75
Cc1nn(C(=O)c2cccs2)c(C)c1S(=O)(=O)N1CCOCC1,63
CC(C)(C)c1ccc(C(=O)CSc2nnc3ccccn23)cc1,74
O=C(CC1CSc2nc3c(c(=O)n21)CCCC3)N1CCCCCC1 (configuration not stated),64
CC(=O)Nc1ccc(SCC(=O)Nc2cc(C)on2)nn1,68
Nc1nc(-c2ccccc2)c(C(=O)c2ccccc2)s1,56
CN(c1ccccc1)S(=O)(=O)c1ccc(C(=O)Nc2c3c(nn2C)CCC3)cc1,62
Cc1c(C(=O)/C=C/N(C)C)sc2ccccc12,56
O=C(O)CC1(CC(=O)Nc2ccc(N3CCCCC3)cc2)CCCCC1,56
O=C(Nc1ccc(F)c(Cl)c1)C1CCN(c2ccc(-c3cccs3)nn2)CC1,65
CC(=O)NC1C(Oc2ccc(C(=O)/C=C/c3ccco3)cc2)OC(COC(C)=O)C(OC(C)=O)C1OC(C)=O (configuration not stated),56
Cc1c(C(=O)C(=O)NCCCN2CCCC2=O)c2ccccc2n1C,59
O=C(/C=C/c1cccs1)Nc1nc(-c2ccccn2)cs1,66
C=CCn1c(CSc2ccc(C)cc2)n[nH]c1=S,62
O=C(Cc1csc(Nc2ccc(F)cc2)n1)NC1CCN(Cc2ccccc2)CC1,66
Cc1cc(F)ccc1NS(=O)(=O)c1ccc2c(c1)OCCO2,61
Cc1nc(-c2ccccc2)sc1C(=O)N1CCCc2ccccc21,55
Cc1cc(SCC(=O)Nc2cccc(C(F)(F)F)c2)nc2ccccc12,98
C(=N/Nc1ncnc2c1cnn2-c1ccccc1)/c1cccnc1,54
CCOC(=O)c1cc([N+](=O)[O-])sc1NC(=O)c1cc(Cl)sc1Cl,65
Cc1nc(-n2nc(-c3ccco3)cc2NC(=O)c2ccc(Cl)cc2)[nH]c(=O)c1C,60
COc1cc(NC(=O)CS(=O)(=O)c2ccc(Cl)s2)cc(OC)c1,64
COC(=O)c1c(NC(=O)C(C)C)sc2c1CCN(Cc1ccccc1)C2,59

Seven entries out of the list above, ordered by their value in RMI-FANCM inh, high to low.
smiles,RMI-FANCM inh
CC(=O)Nc1ccc(SCC(=O)Nc2cc(C)on2)nn1,68
O=C(/C=C/c1cccs1)Nc1nc(-c2ccccn2)cs1,66
O=C(Nc1ccc(F)c(Cl)c1)C1CCN(c2ccc(-c3cccs3)nn2)CC1,65
Cc1nn(C(=O)c2cccs2)c(C)c1S(=O)(=O)N1CCOCC1,63
C=CCn1c(CSc2ccc(C)cc2)n[nH]c1=S,62
Nc1nc(-c2ccccc2)c(C(=O)c2ccccc2)s1,56
C(=N/Nc1ncnc2c1cnn2-c1ccccc1)/c1cccnc1,54

Next structures:
smiles,RMI-FANCM inh
CCOC(=O)c1sc(NC(=O)CSc2nc(=O)n3cccc(C)c3n2)c(C(=O)OCC)c1C,54
O=S(=O)(c1ccc(F)cc1)N1CCN(c2ncccn2)CC1,59
COc1ccc(OC)c(C(=O)c2cc(OC)c(OC)c(OC)c2)c1,59
COc1ccc(-c2nnc3ccc(SCC(=O)Nc4cc(C)on4)nn23)cc1OC,62
Oc1cc(O)c2c(c1)O[C@H](c1ccc(O)c(O)c1)[C@@H](O)C2,62&59&61
Cc1ccc(C(=O)NCC(c2ccsc2)N2CCCC2)cc1C (configuration not stated),87
O=C(Nc1ccccc1)N1CCC(c2nnc(C3CC3)s2)CC1,61
NS(=O)(=O)c1ccccc1Oc1ccc(Cl)cc1Cl,57
COc1ccc(S(=O)(=O)NCCNC(=O)c2ccc(NC(C)=O)cc2)cc1C,67
O=C(CCS(=O)(=O)c1ccc(Cl)cc1)Nc1nnc(CCSc2ccccc2)o1,69
Cc1cc(S(=O)(=O)Nc2ccc3c(c2)C(=O)NCCO3)ccc1F,66
COCCNC(=O)C(=O)NCC1(c2cccs2)CCCC1,70
Cc1ccc2nc(C)c(NC(=O)Nc3ccc(OC(F)(F)F)cc3)c(=O)n2c1,68
Cc1cccc(S(=O)(=O)NCCn2nc(-c3cccnc3)ccc2=O)c1,64
O=C(NCC1COC2(CCCC2)O1)Nc1cccc(Cl)c1 (configuration not stated),58
N/C(=N/OC(=O)c1ccc(Cl)cc1)c1ccc(OCC(F)(F)F)nc1,51
CCOc1ccc(NC(=O)C(=O)NCCN2CCN(c3ccccc3)CC2)cc1,63
O=C(/C=C/c1ccc([N+](=O)[O-])s1)N(Cc1cccnc1)c1nc2c(F)cc(F)cc2s1,37
N#C/C(=C\c1ccc(OC(=O)c2ccccc2)cc1)c1nnc2n1CCCCC2,60
O=C(COc1ccc(F)cc1)N1CCN(c2ccc3nncn3n2)CC1,69
Cc1nc(-c2ccccn2)nc(N(C)Cc2ccccc2)c1Cl,55
Cn1cncc1CC1COC(=O)C1C(O)c1ccccc1 (configuration not stated),57
CCOc1ccc(NC(=O)CSc2ccc(NC(=O)c3ccco3)nn2)cc1,96
Cc1ccn2c([N+](=O)[O-])cnc2c1,54
Cc1noc(C)c1-c1nc(CN2C(=O)c3ccccc3S2(=O)=O)no1,50

Remaining list, next part:
smiles,RMI-FANCM inh
O=C(NNC(=O)C(F)(F)F)C(F)(F)F,47
NS(=O)(=O)c1ccc(CCNS(=O)(=O)CCCOc2ccc(F)cc2)cc1,60
Cc1cc(C(=O)Nc2ccc(-c3ccc(=O)n(C)n3)cc2)ccc1[N+](=O)[O-],52
Cc1ccc(NS(=O)(=O)N2CCCCCC2)cc1Cl,61
COc1ccc2c(CC(=O)Nc3ccccc3Cl)cc(=O)oc2c1,66
C=C1c2c(Cl)ccc(O)c2C(O)=C2C(=O)[C@]3(O)C(O)=C(C(N)=O)C(=O)[C@@H](N(C)C)[C@@H]3[C@@H](O)[C@H]12,47
O=C(Nc1ccc(-c2nc3ccccc3o2)cc1)c1cc([N+](=O)[O-])ccc1Cl,72
COc1ccc(OCC(N)=NC(=S)Nc2cccc(C(F)(F)F)c2)cc1,51
CCCCOc1cccc(C(=O)Nc2nnc(-c3ccc(Cl)s3)o2)c1,60
Cn1nc2c(c1NC(=O)CSc1ccc(F)cc1)CCC2,63
O=c1cc(-c2ccccc2)cc(-c2ccccc2)o1,55
O=S(=O)(c1ccc2c(c1)OCCO2)N1CCN(c2ccc(-c3cccs3)nn2)CC1,82
COc1ccccc1-n1ncc2c(C(C)C)nnc(SCC(N)=O)c21,63
COc1cc2c(cc1OC)C(c1cccs1)=NCC2,71
CN(NC=C(C#N)C#N)c1ccccc1[N+](=O)[O-],57
COc1cccc(NC(=O)CSc2nnc(C)s2)c1,74
CN1CCCc2cc(C(C#N)N3CCOCC3)ccc21 (configuration not stated),71
O=C(NCCn1ncc2c(=O)n(Cc3cccc([N+](=O)[O-])c3)cnc21)c1ccc(F)cc1F,67
Cc1cc(C(F)(F)F)nc2ccccc12,65
Cc1ccc(NC(=O)Cn2nc3ccc(SC4CCCCC4)nn3c2=O)cc1C,67
Cc1ccc(S(=O)(=O)NCC2CCN(Cc3ccco3)CC2)c(C)c1,75
Cc1ccc(C(=O)CSc2nc(N)c(C(=O)c3ccc(C)cc3)s2)cc1,65
CCOc1ccc(-c2nc(NC(=O)c3ccc(N4C(=O)CCC4=O)cc3)sc2C)cc1,57
Cc1ccc(NC(=O)CSc2nnc(NC(=O)c3ccco3)s2)c(C)c1,56
CC1(C)COc2cc(NS(=O)(=O)c3cccc(Cl)c3)ccc2NC1=O,64

(further entries)
smiles,RMI-FANCM inh
CS(=O)(=O)c1cccc(C(=O)Nc2sc3c(c2C(N)=O)CCN(Cc2ccccc2)C3)c1,500
O=C1c2cccc3cccc(c23)C(=O)N1CC1CCCO1 (configuration not stated),54&62
Cc1cc2nnc(SCc3ccc(Cl)cc3)n2c2ccccc12,67
COc1ccc(N2CCN(CCNC(=O)Cc3ccc(OC)c(OC)c3)CC2)cc1,66
O=C(O)CC1(CC(=O)Nc2ccc3sccc3c2)CCCCC1,46
CCc1ccccc1NC(=O)CSc1nc2c(sc(=S)n2-c2ccccc2)c(=O)[nH]1,58
Cc1ccc(C(=O)CC(SCc2ccco2)c2ccc([N+](=O)[O-])cc2)cc1 (configuration not stated),56
Cc1nn(S(=O)(=O)c2ccc(Cl)cc2)cc1-c1ccccc1,56
COC(=O)C1=C(N)Oc2cc(C)[nH]c(=O)c2C1c1ccccc1Cl (configuration not stated),60
Cc1cc(=O)[nH]c(SCC(=O)c2ccc(Cl)cc2)n1,54
Cc1nn(-c2ccccc2)c(Cl)c1C(=O)O,58
CCCC(=O)Oc1c(Cl)cc(N(C(=O)CCC)S(=O)(=O)c2ccc(C)cc2)cc1Cl,50
Cc1cc(N)n(-c2cc(C)c3c(C)nn(C)c3n2)n1,56
O=C(Cn1cnc(-c2ccccc2)cc1=O)N1CCN(c2ccccc2)CC1,69
CCOc1ccc(C(C)C)cc1S(=O)(=O)NCCCn1ncccc1=O,62
COc1ccc(CCS(=O)(=O)NCC(c2ccsc2)N2CCCC2)cc1 (configuration not stated),71
CC(=O)Nc1ccc(Nc2cc(-c3ccccc3)c3cc(Cl)ccc3n2)cc1,62
O=C(c1ccccc1)c1cc2cc(Br)cc(Br)c2o1,55
O=C(Nc1ccccc1-c1nc2ccccc2[nH]1)c1cccc(Oc2ccccc2)c1,64
CCOC(=O)c1cnn(-c2ccccc2)c1NC(=O)CSc1nc2ccccc2s1,60
COc1ccccc1-c1cc2c(=O)n(Cc3nc(-c4cccc(Br)c4)no3)ccn2n1,88
COCCn1c(SCC(=O)NCc2ccccc2Cl)nnc1-c1c[nH]c2ccccc12,63
CCSc1ncccc1C(=O)NOc1ccc([N+](=O)[O-])cc1[N+](=O)[O-],55
O=C1CCC(=O)N1c1ccc(S(=O)(=O)Oc2cc(Cl)cc(Cl)c2)cc1,56
Cc1cc(NS(=O)(=O)c2ccc(NC(=O)CCN3C(=O)c4ccccc4C3=O)cc2)nc(C)n1,60

Remaining list, next part
smiles,RMI-FANCM inh
CC1O[C@]2(C)OC1[C@]1(C)OC(C)[C@H]2O1 (some centres not stated),49
CCOC(=O)Cc1csc(/C(=N\O)C(N)=O)n1,57
O=C(NCCC1=CCCCC1)C(=O)NCCC(c1ccccc1)c1ccccc1,53
Cn1c(=O)c2ccc(C(=O)NC3CCCCC3)cc2n2c(=O)n(CC#N)nc12,63
O=C(CN1C(=O)/C(=C\c2cccs2)SC1=S)Nc1cccc(Br)c1,59
O=C(Nc1ccc2ccccc2n1)c1cc(Cl)sc1Cl,50
